Assay outcomes from PubChem BioAssay.
NPY1 pot ag – potentiators or agonists of human neuropeptide Y receptor Y1; activation, % at 3.6 µM; P25929; NPY-Y1 expressing cells, potentiator/agonist activation; 220,000 compounds, 0.37% hits; in the data active = activation above about 33%, passing the limit was not always enough;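 also: cells stimulated with NPY at EC10 then isoproterenol at EC100; 0% = low agonist plus stimulus and 100% = saturating agonist plus stimulus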
S1P4 antagonist – blocks the human S1P4 receptor. inhibition, % at 4.98 µM. S1P4-expressing cells, antagonist mode, reporter read-out. 220,000 compounds, 0.26% hits. O95977; in the data active = inhibition above about 29%;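 also: 0% = wells stimulated with agonist and 100% = vehicle wells without agonist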
Target sequence (O95977 whole entry, looked up): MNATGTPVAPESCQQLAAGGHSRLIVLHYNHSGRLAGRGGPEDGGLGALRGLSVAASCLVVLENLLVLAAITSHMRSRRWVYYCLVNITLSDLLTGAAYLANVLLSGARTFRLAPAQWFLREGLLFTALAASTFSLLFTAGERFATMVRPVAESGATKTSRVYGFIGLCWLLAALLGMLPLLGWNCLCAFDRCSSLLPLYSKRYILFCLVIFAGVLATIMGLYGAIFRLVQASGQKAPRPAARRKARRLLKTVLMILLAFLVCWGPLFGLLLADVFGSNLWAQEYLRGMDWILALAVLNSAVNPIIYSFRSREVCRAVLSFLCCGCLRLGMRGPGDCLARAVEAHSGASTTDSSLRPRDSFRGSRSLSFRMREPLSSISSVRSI
TRPML3 ag – human mucolipin-3 channel agonism | HEK293 TRPML3-YFP, Fluo-8 calcium fluorescence; 100% = the carbachol control signal | AID 1448 | Q8TDD5 | activation, % at 3 µM | 220,000 compounds, 0.29% hits;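 active = activation above its plate's cutoff, the mean activation of the plate's test wells plus 3 SD, cut at about 12% in these data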;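 also: 0% = DMSO only wells and 100% = carbachol wells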
Target sequence (Q8TDD5 whole entry, looked up): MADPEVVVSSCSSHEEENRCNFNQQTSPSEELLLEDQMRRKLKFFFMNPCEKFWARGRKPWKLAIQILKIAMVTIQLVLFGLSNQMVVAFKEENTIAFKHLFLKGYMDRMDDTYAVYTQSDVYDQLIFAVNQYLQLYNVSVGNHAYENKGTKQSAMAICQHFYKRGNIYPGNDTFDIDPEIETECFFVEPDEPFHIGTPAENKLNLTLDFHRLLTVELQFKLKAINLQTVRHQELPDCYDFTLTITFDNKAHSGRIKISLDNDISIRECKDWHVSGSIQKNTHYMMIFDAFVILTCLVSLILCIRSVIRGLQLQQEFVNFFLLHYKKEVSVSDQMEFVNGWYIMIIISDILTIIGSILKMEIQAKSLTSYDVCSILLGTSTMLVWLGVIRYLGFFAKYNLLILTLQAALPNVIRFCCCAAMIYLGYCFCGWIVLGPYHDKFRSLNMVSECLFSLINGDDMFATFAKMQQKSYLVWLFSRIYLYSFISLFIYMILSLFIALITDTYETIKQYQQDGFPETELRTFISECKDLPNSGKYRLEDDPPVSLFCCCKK
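Test system – HEK293 line with stable expression of human TRPML3-YFP channel · Control set – carbachol 87 µM final as high control (100%), DMSO as low control (0%) · Signal – Fluo-8 calcium dye fluorescence, ex 470-495, em 515-575 nm · Incubation – 1-h 37 °C dye load, 5-s basal, 120-s post-compound reads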
CHOP inh – inhibitors of CHOP induction in ER stress response; CHO-K1 CHOP-promoter luciferase, tunicamycin-induced, 15-18 h; inhibition, % at 10 µM; 220,000 compounds, 3.8% hits;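 active = compounds that reduced the stress-induced luciferase reporter signal by more than about 70% of percent inhibition, limit read from the data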;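 also: 0% = tunicamycin plus vehicle and 100% = wells without tunicamycin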
NPY-Y1 antag – blocks the human neuropeptide Y Y1 receptor; HEK293-CNG Y1 cells, membrane potential fluorescence; NPY at EC95, then isoproterenol; inhibition, % at 3.6 µM; 200,000 compounds, 1% hits; AID 1040;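 active = inhibition above the campaign mean inhibition of all tested compounds plus 3 SD, cut at about 20% in these data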;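 also: 0% = DMSO wells given NPY plus isoproterenol and 100% = isoproterenol alone without NPY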
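Benchmarks – high control isoproterenol alone, low control NPY with isoproterenol · Material – HEK293 Y1/CNG channel cell line · Times – dye 3 h, compound 60 min room temperature, stimulation 45 min · Probe or stimulus – NPY (25 nM), isoproterenol (1 µM), Ro 20-1724 (25 µM) · Evaluation – % inhibition of NPY effect · Signal – fluorescence, membrane potential probe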
NPY-Y2 PAM-ag – human NPY-Y2 potentiation or agonism, primary screen; P49146; cells expressing NPY-Y2, potentiator/agonist read-out; activation, % at 3.6 µM; 220,000 compounds, 0.45% hits; in the data active = activation above about 27%;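 also: cells stimulated with NPY near EC25 plus isoproterenol at EC100; 0% = vehicle plus submaximal agonist and 100% = vehicle plus saturating agonist; some results beyond the cut were filed as inactive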
EP2 modulator – EP2 receptor (human) modulation; induction, % at 25 µM; EP2-expressing cells, cAMP HTRF FRET, PGE2 co-stimulation; 260,000 compounds, 0.83% hits; P43116; AID 940;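 active = compounds whose cAMP rise, as percent of the full-agonist control response, exceeds 60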;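 also: rat C6 glioma line stably carrying human EP2 under a CMV promoter; the protocol text gives 20 µM as final concentration; 100% = response of wells given 1 µM PGE2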
TRPN1 ag – agonists of zebrafish TRPN1 channel; HEK293 zebrafish TRPN1-YFP, Fluo-8 calcium fluorescence; 100% = response to 87 µM carbachol; activation, % at 3 µM; 220,000 compounds, 0.18% hits; AID 1424;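 active = activation above its plate's cutoff, the mean activation of test wells on that plate plus 3 SD, cut at about 19% in these data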;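 also: 0% = DMSO alone and 100% = 87 µM carbachol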
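Material: zebrafish TRPN1-YFP in HEK293 cells. Doses: one dose of 3 µM, 0.3% DMSO. Incubation: dye 1 h 37 °C plus 30 min RT. Measured by: intracellular calcium fluorescence with Fluo-8.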
S1P4 agonist – human S1P4 receptor agonism | O95977 | S1P4-expressing cell line, agonist reporter assay | activation, % at 4.98 µM | 220,000 compounds, 0.35% hits; in the data active = activation above about 11%;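 also: 0% = DMSO vehicle and 100% = reference agonist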
* hit, by the source's call; nt = no result given; & = joins results of further samples.

nr	smiles	S1P4 agonist	EP2 modulator	CHOP inh	NPY1 pot ag	TRPN1 ag
1	CC(=O)NCc1ccc(C(=O)CSc2nnc(-c3ccncc3)n2Cc2ccccc2)o1	-0.4	20	41	-7	-0.2
2	O=C(O)CCN1CCc2ccccc2C1c1cccs1 (configuration not stated)	-0.9	37	-1	-6	0.2
3	S=C(NCc1ccco1)Nc1ccc(Oc2ccccc2)cc1	-2.4	-19	5	-14	-1.6
4	CC(Sc1nnc(-c2ccccc2)c(-c2ccccc2)n1)C(=O)Nc1ncc(Cl)cc1Cl (configuration not stated)	2.9	46	6	-1	-1.6
5	O=C(c1cccnc1)N1CCC(c2nc3ccccc3[nH]2)CC1	-1.1	1	20	15	3.3
6	CCc1cc2cccc(C)c2nc1SCC(=O)N1CCN(C(=O)c2ccco2)CC1	-0.3	-15	13	-7	-1.2
7	O=C1OC(c2ccc(O)cc2)(c2ccc(O)cc2)c2ccccc21	0.7	41&31	17	4	-1.9
8	C/C(NCCN1CCOCC1)=C(\C#N)C(N)=O	-3.0	33	54	-14	-0.1

nr	TRPML3 ag	NPY-Y1 antag	NPY-Y2 PAM-ag	S1P4 antagonist
1	0.1	1	1	-3
2	0.9	7	3	8
3	-0.6	-1	0	7
4	0.1	6	3	-24
5	0.8	-2	-9	3
6	0.4	0	17	-1
7	-0.5	1	-10	-1
8	0.3	-2	-8	-4

Single values from the list:
In TRPML3 ag, #1 is listed with 0.1
In S1P4 agonist, #2 is listed with -0.9
In CHOP inh, #6 is listed with 13
In TRPML3 ag, #3 is listed with -0.6
In CHOP inh, #7 is listed with 17

Next section.
nr	smiles	S1P4 agonist	EP2 modulator	CHOP inh	NPY1 pot ag	TRPN1 ag
9	COCCCNC(=O)c1ccc(C2SCC(=O)N2Cc2ccco2)cc1 (configuration not stated)	0.2	1	8	9	0.1
10	O=C(CN1C(=O)CCC1=O)Nc1ccc2c3c(cccc13)CC2	4.1	-9	17	-14	0.9
11	O=C(NCc1ccco1)c1ccc2c(c1)CCO2	-1.0	4	-19	-1	1.9
12	O=C(Nc1nc2ccccc2s1)C1CC(=O)N(c2ccccc2)C1 (configuration not stated)	0.6	-36&-23	0	-11	1.1
13	COC(=O)c1cc(OC)c(OC)cc1NC(=O)Cc1ccccc1[N+](=O)[O-]	1.4	-10	19	-1	0.5
14	Cc1ccc(Nc2nc(COC(=O)COc3ccc(C=O)cc3)cs2)cc1	0.7	17	43	8	4.6
15	CC1(C)Cc2nc3sc4c(=O)n(Cc5ccccc5)cnc4c3cc2CS1	-0.9	3	11	-12	1.0
16	COc1cc(C(=O)Nc2c(C)cc(C)cc2C)c(-n2cnnn2)cc1OC	0.8	22	19	6	0.4

nr	TRPML3 ag	NPY-Y1 antag	NPY-Y2 PAM-ag	S1P4 antagonist
9	0.3	-2	0	-2
10	0.5	4	-10	-9
11	1.0	nt	7	30*
12	0.2	9	-23	-38
13	0.2	0	7	-15
14	2.6	-8	11	-24
15	0.9	-2	-12	-2
16	0.1	10	7	-19

Next part:
nr	smiles	S1P4 agonist	EP2 modulator	CHOP inh	NPY1 pot ag	TRPN1 ag
17	CCOc1ccc(CCNC(=O)C(C)n2nc(C)n3c(cc4occc43)c2=O)cc1OCC (configuration not stated)	-0.5	25	14	16	-0.1
18	C=CCn1c(SCc2ccc(C#N)cc2)nnc1-c1ccc(C)cc1	7.2	-23	9	-30	1.4
19	COc1ccc2nc(SCC(=O)Nc3ccc(S(=O)(=O)N4CCCC4)cc3)c(C#N)cc2c1	0.4	-9	28	7	1.2
20	COc1ccc(Cc2nnnn2CC(=O)O)cc1	-0.7	24	41	-6	-1.2
21	CCOc1ccc(-n2nc3c(=S)[nH]nc(C)c3c2C)cc1	0.1	66*	39	10	-1.7
22	O=C(/C=C/c1ccco1)NCc1ccccn1	0.2	22	0	2	-0.6
23	COc1ccccc1C(=O)Nc1ncc2c(n1)CC(c1ccco1)CC2=O (configuration not stated)	-0.8	3	20	-1	0.2
24	Cc1c(C#N)c2ccccc2n1C	0.3	-7	15	-1	1.2

nr	TRPML3 ag	NPY-Y1 antag	NPY-Y2 PAM-ag	S1P4 antagonist
17	0.3	-2	20	-1
18	0.0	5	5	-6
19	2.7	2	19	-3
20	0.1	-2	10	9
21	0.0	3	15	8
22	0.1	1	-6	-14
23	0.6	14	10	1
24	0.5	nt	2	5

Some of the entries above in another layout:
14	Cc1ccc(Nc2nc(COC(=O)COc3ccc(C=O)cc3)cs2)cc1
1	CC(=O)NCc1ccc(C(=O)CSc2nnc(-c3ccncc3)n2Cc2ccccc2)o1
19	COc1ccc2nc(SCC(=O)Nc3ccc(S(=O)(=O)N4CCCC4)cc3)c(C#N)cc2c1
17	CCOc1ccc(CCNC(=O)C(C)n2nc(C)n3c(cc4occc43)c2=O)cc1OCC (configuration not stated)

Compound | 14 | 1 | 19 | 17
S1P4 agonist | 0.7 | -0.4 | 0.4 | -0.5
EP2 modulator | 17 | 20 | -9 | 25
CHOP inh | 43 | 41 | 28 | 14
NPY1 pot ag | 8 | -7 | 7 | 16
TRPN1 ag | 4.6 | -0.2 | 1.2 | -0.1
TRPML3 ag | 2.6 | 0.1 | 2.7 | 0.3
NPY-Y1 antag | -8 | 1 | 2 | -2
NPY-Y2 PAM-ag | 11 | 1 | 19 | 20
S1P4 antagonist | -24 | -3 | -3 | -1

(next part)
nr	smiles	S1P4 agonist	EP2 modulator	CHOP inh	NPY1 pot ag	TRPN1 ag
25	O=[N+]([O-])c1cccc(-c2csc(N/N=C/c3cccc(O)c3)n2)c1	1.0	-60	106*	28	-0.6
26	C/C(=N\Nc1ccc(Cl)c(C(=O)O)c1)c1cccc([N+](=O)[O-])c1	0.2	-3	-13	-11	-1.0
27	CC1CC(C)CN(C(=S)Nc2ccc3nc4n(c(=O)c3c2)CCCCC4)C1 (configuration not stated)	1.8	-19	1	0	1.4
28	COc1ccc(C)cc1S(=O)(=O)n1nc(C)cc1C	-1.3	-7	10	-3	-0.9
29	Cc1ccc(S(=O)(=O)N2CCC(=O)N(CCOC(=O)Nc3cc(C)cc(C)c3)CC2)cc1	1.5	-27	22	5	-0.5
30	O=C(O)CC(CC(=O)Nc1ccccc1C(=O)O)c1ccccc1 (configuration not stated)	1.9	26	5	-25	0.9
31	Fc1ccccc1Nc1nc(-c2ccncc2)nc2ccccc12	2.7	24	24	-31	-2.4
32	CC(C)(C)NC(=O)C(c1ccncc1)N(C(=O)c1csnn1)c1ccccc1 (configuration not stated)	-1.2	11	26	0	-0.2

nr	TRPML3 ag	NPY-Y1 antag	NPY-Y2 PAM-ag	S1P4 antagonist
25	0.5	1	22	-12
26	0.6	nt	4	-2
27	1.2	0	-7	-7
28	0.0	1	-2	12
29	-0.7	-4	-3	1
30	1.0	nt	4	-7
31	-0.3	4	-4	-13
32	-0.3	1	-8	-6

Going on with the list:
nr	smiles	S1P4 agonist	EP2 modulator	CHOP inh	NPY1 pot ag	TRPN1 ag
33	CCOC(=O)c1c(NC(=O)c2noc(C)c2[N+](=O)[O-])sc(C(C)=O)c1C	0.1	-2	32	7	-0.9
34	CCn1c(COc2ccc(C)cc2)nnc1SCC(=O)NCc1ccco1	-1.1	13&-23	-7	23	-2.3
35	Cc1ccc(C(c2nnnn2C2CCCC2)N2CCN(c3nc4ccccc4s3)CC2)cc1 (configuration not stated)	1.1	nt	nt	15	0.1
36	Cc1cc(N/N=C/c2ccc(O)cc2O)nc(-c2ccccc2O)n1	1.8	-57	101*	16	2.4
37	Cc1ccccc1/C=N/n1c(-c2cc(-c3ccccc3)n[nH]2)n[nH]c1=S	-0.6	-6	104*	-32	-0.6
38	CCOC(=O)c1c(-c2ccc(F)cc2)csc1NC(=O)C1CCCO1 (configuration not stated)	1.3	48	75*	-11	-0.3
39	O=C(O)CCNS(=O)(=O)c1ccc(Oc2ccccc2)cc1	-2.9	7	57	-10	0.4
40	Cc1nnc(-c2ccc(Oc3ccc(C)c(C)c3)c([N+](=O)[O-])c2)o1	-1.6	-79	11	2	-2.9

nr	TRPML3 ag	NPY-Y1 antag	NPY-Y2 PAM-ag	S1P4 antagonist
33	0.3	3	13	14
34	-1.0	6	-6	2
35	0.6	5	0	-2
36	-0.2	-7	10	-25
37	0.4	nt	-19	-4
38	-0.6	3	-19	-7
39	-0.2	8	-6	-18
40	-1.2	7	-6	1

Going on with the list.
nr	smiles	S1P4 agonist	EP2 modulator	CHOP inh	NPY1 pot ag	TRPN1 ag
41	CCC(=O)Nc1sc2c(c1C(N)=O)CCC2	0.5	-6	25	1	-0.1
42	Cc1nnc(SCC(=O)N2c3ccccc3CC2C)s1 (configuration not stated)	0.3	7	-2	-10	0.6
43	O=C(Nc1ccc(Cl)c(Cl)c1)N1CCSC1c1ccco1 (configuration not stated)	-1.1	-28	33	10	-1.8
44	COCc1c(C(=O)Nc2ccc(Cl)cc2F)oc2ccccc12	-1.2	25	10	-24	-2.3
45	S=c1[nH]nc(C23CC4CC(CC(C4)C2)C3)n1Cc1ccco1	-1.6	73*	64	8	-2.2
46	COc1ccc(C2C(C(=O)c3ccco3)=C(O)C(=O)N2CCOCCO)cc1OC (configuration not stated)	0.9	6	13	-12	1.1
47	CC(=O)c1cccc(Nc2cc(C)nc3c(C)cccc23)c1	-0.6	-10	1	7	1.5
48	CCOC(=O)N1CCC(NC(=O)c2ccc3c(c2)N(C)CCS3)CC1	-0.9	3	-2	-22	1.0
49	CC(C)(C)NC(=O)C1CC(=O)OC1(C)C (configuration not stated)	0.2	15	15	-15	2.0
50	O=C(COc1nncc2ccccc12)NCC(F)(F)F	3.1	-22	11	-5	0.6
51	COC(=O)C(=C/C=C/c1cccnc1)C(=O)OC	-0.4	-10	-29	7	-0.1

nr	TRPML3 ag	NPY-Y1 antag	NPY-Y2 PAM-ag	S1P4 antagonist
41	0.1	0	7	-17
42	-0.5	4	17	28
43	-0.3	1	17	7
44	0.5	6	-23	-6
45	-0.4	-3	8	1
46	0.1	-4	0	-6
47	0.7	nt	-9	0
48	0.0	-3	-22	12
49	0.5	5	1	-4
50	1.1	-5	-7	-4
51	-0.2	4	-3	-11
